Screens as filed in PubChem.
OX1R antag-1: antagonists of human orexin 1 receptor (OX1R) | O43613 | OX1R-expressing cells, FRET antagonist read-out | inhibition, % at 6.6 µM | actives 1.8% (n = 330,000) | AID 485270; in the data active = inhibition mostly above about 38%, no sharp cut-off; inactive = mostly below about 40%;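 also: 0% = agonist challenge alone and 100% = reference antagonist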
Target sequence (O43613 whole entry, looked up): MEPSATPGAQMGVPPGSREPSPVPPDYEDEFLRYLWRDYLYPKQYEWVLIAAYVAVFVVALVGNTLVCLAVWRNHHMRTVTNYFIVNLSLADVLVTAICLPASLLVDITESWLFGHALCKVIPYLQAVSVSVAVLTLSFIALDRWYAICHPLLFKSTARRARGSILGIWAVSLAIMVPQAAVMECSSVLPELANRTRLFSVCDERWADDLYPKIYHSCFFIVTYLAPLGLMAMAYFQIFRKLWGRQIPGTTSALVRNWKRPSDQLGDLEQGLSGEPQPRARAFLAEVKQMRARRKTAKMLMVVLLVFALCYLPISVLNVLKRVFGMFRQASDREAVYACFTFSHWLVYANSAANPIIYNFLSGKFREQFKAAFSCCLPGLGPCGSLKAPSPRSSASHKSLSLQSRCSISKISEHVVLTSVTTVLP
OX1R antag-2: blocks the human orexin 1 receptor. O43613. CHO/OX1R cells, Fluo-8 calcium fluorescence, orexin A. inhibition, % at 5 µM. actives 0.43% (n = 330,000). AID 434989;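 active = inhibition above its plate's threshold, mean inhibition of all tested compounds on the plate plus 3 SD, cut at about 37% in these data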;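 also: 0% = orexin A challenge wells and 100% = SB-334867-A antagonist wells; not every result past the cut was called active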
* hit, by the source's call. Compounds as they come; overall some 2.1% were active at least once.

SMILES	OX1R antag-1	OX1R antag-2
N#Cc1cccc(NC(=O)Nc2cccs2)c1	32	21
COc1ccc(CCNC(=O)CN(c2cc(OC)ccc2OC)S(=O)(=O)c2ccccc2)cc1	28	-22
NC(=O)NC(=O)C(Nc1ccc(N2CCCCC2)cc1)c1ccccc1 (stereo unspecified)	18	-23
CSc1nnc([C@@H](NC(=O)OC(C)(C)C)C(C)C)o1	6	-10
c1ccc(-c2c[n+]3c(n2-c2ccccc2)CCC3)cc1	23	-3
CCN(CC)C(=O)N1CCn2c(nc3ccccc32)C1	8	-23
COc1cc2c(cc1NC(=O)c1ccco1)CCCC2	4	-25
O=C(c1n[nH]c(=O)c2ccccc12)N1CCN(Cc2ccc3c(c2)OCO3)CC1	15	-7
Cc1cc(C)c2c(=O)[nH]c(SCc3ccccc3)nc2n1	23	-26
CCOC(=O)c1c(C)[nH]c(C(=O)NNC(=O)c2ccc(C(C)(C)C)cc2)c1C	19	-12
CC(NC(=O)COC(=O)C1CCN(c2ccc(C(F)(F)F)cn2)CC1)c1ccc(F)cc1 (stereo unspecified)	6	-1
CC(C)N1CCC(N2CCN(CCCn3cccn3)CC2CCO)CC1 (stereo unspecified)	9	-8
Cc1nc(C)c(/C(O)=C/c2nc3ccc([N+](=O)[O-])cc3oc2=O)o1	14	-1
CCN(CC)S(=O)(=O)c1ccc(N2CC(C(=O)NCCC3=CCCCC3)CC2=O)cc1 (stereo unspecified)	-2	-2
CCc1ccc(N2CC(C(=O)NC3CCCCC3C)CC2=O)cc1 (stereo unspecified)	26	-18
CNc1nc(N2CCc3ccccc32)ncc1F	89*	4
Cc1cccc(NC(=O)C(C)Sc2nc3nc(C)cc(C)n3n2)c1 (stereo unspecified)	5	-10
Cc1ccc2nsnc2c1NC(=O)c1cncc(Br)c1	56	-15
NC(=O)c1cccn(Cc2ccc(C(F)(F)F)cc2)c1=O	6	1
Cc1c(CN2CCCC(C(=O)c3cccc(OC(C)C)c3)C2)c(=O)n(-c2ccccc2)n1C (stereo unspecified)	6	-36
COC1CCCN(Cc2cn(C)nc2-c2ccc(Oc3ccccc3)cc2)C1 (stereo unspecified)	4	-22
CCn1cc(C(=O)NCc2ccncc2)c(=O)c2cc(F)c(N3CCN(C(=O)c4ccco4)CC3)cc21	4	-1
CS(=O)(=O)N(CC(=O)NC1CCCCC1)Cc1ccc(F)cc1	21	-7
C=CCN1C(=O)CS/C1=N\S(=O)(=O)c1ccc(Cl)cc1	23	-32
COC(=O)c1ccc2[nH]c(CO)c(-c3ccccc3)c2c1	23	-7
COc1ccc(C(=O)C2CCCN(Cc3ccc4nonc4c3)C2)c(C)c1 (stereo unspecified)	16	-24
O=C(NCc1ccccc1)c1ccc2c(=O)n3c(nc2c1)CCCCC3	23	-20
COc1ccc(NC2CC(=O)N(c3ccccc3)C2=O)cc1 (stereo unspecified)	31	-6
Cc1ccc(S(=O)(=O)NC(=NC2CCCCC2)c2ccc(Cl)cc2)cc1	1	-17
Cc1cccc(C2=NN(c3ccc(Br)cc3)[C@@H](C(=O)N3CCOC3=O)[C@@H]2c2ccccc2)c1	2	0
Cc1cc(OCC(=O)OCC(=O)N(C)c2c(N)n(Cc3ccccc3)c(=O)[nH]c2=O)ccc1Cl	12	3
COc1ccc(NC(=O)CN2CC(C)OC(C)C2)cc1Cl (stereo unspecified)	3	-1
COc1ccc(CNC(=O)COC(=O)c2cccn2C)cc1	12	-4
COc1ccc(OC)c(NC(=O)CCN2CCN(C/C=C/c3ccccc3)CC2)c1	6	-21
Cc1cc2c(s1)c1cnn(-c3ccccc3)c(=O)c1n2C	-2	24
CC12CN3CC(C)(CN(C1)C3c1ccc(Cl)cc1Cl)C2=O (stereo unspecified)	16	-13
O=C(NCc1ccc2c(c1)OCO2)c1cc(F)c(F)cc1Cl	-4	-16
COc1ccc(S(=O)(=O)NCCc2cn3nc(C)c(C)nc3n2)cc1C	16	-13
COc1cc(C(C#N)N2CCOCC2)ccc1O (stereo unspecified)	7	3
NS(=O)(=O)c1ccc(CCNC(=O)COC(=O)C2CCC2)cc1	19	-13
CCCCOc1ccc(/C=C(\C(=O)O)c2ccc(S(=O)(=O)N3CCCC3)s2)cc1	10	1
Cc1ccccc1NCC(=O)N/N=C/c1c[nH]c2ccccc12	15	-5
CCN1C(=O)C2(C(C(=O)c3cc4ccccc4o3)=C(O)C(=O)N2CCCN(C)C)c2ccccc21 (stereo unspecified)	-2	-18
CN(CC(=O)Nc1c(Cl)cccc1Cl)C(=O)CC1OC(=O)c2ccccc21 (stereo unspecified)	0	1
COc1cccc(-n2cc(CNCc3c(C(=O)N(C)C)nc4ccc(Cl)cn34)cn2)c1	17	-30

Reformatted: entries from further up.
| structure | OX1R antag-1 | OX1R antag-2 |
| --- | --- | --- |
| CCCCOc1ccc(/C=C(\C(=O)O)c2ccc(S(=O)(=O)N3CCCC3)s2)cc1 | 10 | 1 |
| NS(=O)(=O)c1ccc(CCNC(=O)COC(=O)C2CCC2)cc1 | 19 | -13 |

New compounds follow:
SMILES	OX1R antag-1	OX1R antag-2
COC(=O)c1ccccc1NC(=O)COc1ccc(S(=O)(=O)NC(C)C)cc1	9	-11
CC(C)(C)OC(=O)N1CCCC(C(=O)Nc2cccc(C(=O)N3CCCC3)c2)C1 (stereo unspecified)	0	-29
CC(=O)N1CCN(c2ccc(Oc3ncnc4sccc34)cc2)CC1	6	-37
Cn1c(=O)c2c(nc(CN3CCN(c4ccccc4)CC3)n2CCCc2ccccc2)n(C)c1=O	6	-24
Cc1ccc(C(=O)N2CCN(S(=O)(=O)c3ccccc3)CC2)s1	14	-17
Cc1ccc(C)c(N)c1	6	-6
Cc1ccc(S(=O)(=O)CCC(=O)OCC(=O)c2c(C)[nH]c3ccccc23)cc1	23	-21
COC(=O)c1ccc(COc2ccc(C(=O)c3ccccc3)cc2)o1	11	-16
O=C(c1ccc2c(c1)OCO2)C1CCCN(Cc2ccc(OC(F)F)cc2)C1 (stereo unspecified)	28	5
CCOc1ccccc1NC(=O)NC1CCN(CC(=O)Nc2ccc3c(c2)OCCO3)CC1	0	-20
Fc1ccc(-c2cc(C(F)(F)F)nc(-n3cncn3)n2)cc1	16	-21
CC(=O)c1cc(C#N)c(Oc2ccc(F)cc2)nc1C	9	-14
COC(=O)c1ccc(CN2CCC(n3nccc3NC(=O)C3CCCC3)CC2)cc1	8	-23
COc1ccc(Cl)cc1Nc1cc(C)nc2nc(C)nn12	12	-2
Cc1cc(C)n2cc(CSc3ccc(Cl)cc3)nc2n1	16	-13
Cc1nc(-c2ccc(Cl)cc2)sc1C1(C)CC(c2cccnc2)=NO1 (stereo unspecified)	32	-30
CCOC(=O)c1csc(NC(=O)CSc2nnnn2-c2ccc(OC)c(OC)c2)n1	16	-4
CCOc1ccc(NC(=O)COC(=O)CC2CCCCC2)cc1	5	-8
CC1(C)CC(=O)C2=C(C1)OC(N)=C(C#N)[C@@H]2c1ccccc1[N+](=O)[O-]	17	-6
Cc1ccccc1CC1(CO)CCCN(C(=O)c2cc(Cl)ccc2F)C1 (stereo unspecified)	15	-8
COc1ccc(C(=O)NCc2nnc(SCC(=O)NO)n2Cc2ccccc2)cc1	9	-4
CC(=O)Nc1sc(/C(C#N)=C\c2cccc(Cl)c2)nc1-c1ccc(C)cc1	19	32
CCCCn1c(N)c(N(CC(C)C)C(=O)C2CCN(c3ncnc4sc(C)c(C)c34)CC2)c(=O)[nH]c1=O	16	-16
S=C(Nc1ccc2c(c1)OCO2)Nc1ccccc1Cl	7	-13
CC1(C)CC(=O)C2=C(C1)OC(N)=C(C#N)C2c1cccc(OC(=O)c2ccco2)c1 (stereo unspecified)	0	-24
COc1ccccc1CNS(=O)(=O)c1c(C)noc1C	9	9
COc1ccc(C(=O)Cn2c(C)nc([N+](=O)[O-])c2Br)cc1	13	-2
COc1ccc(-c2nc(CS(=O)CC(=O)NCCc3ccc(C)cc3)c(C)o2)cc1OC (stereo unspecified)	11	-17
O=c1c2ccccc2[nH]c(=S)n1CCN1CCCCC1	12	-14
O=C(Cc1cnn(-c2ccccc2)c1)c1ccc(O)c(O)c1O	22	-16
N#Cc1ccccc1NC(=O)Nc1cccc(Cl)c1	35	-16
CCCc1c(C(=O)N/N=C/c2ccc(C)s2)nnn1-c1nonc1N	-5	-7
COc1cccc(N2CCN(Cc3nc4ccccc4c(=O)[nH]3)CC2)c1	25	-20
COc1ccc(OCC(=O)NS(=O)(=O)c2ccccc2)cc1	11	9
CN(C)S(=O)(=O)c1cccc(NC(=O)COC(=O)c2ccc(Br)o2)c1	20	-12
O=C(Cn1c(=O)n(-c2ccccc2)c(=O)c2sccc21)N1CCCC1	6	9
Cc1ccc(-n2nnnc2SCC(=O)c2c(N)n(CC(C)C)c(=O)n(C)c2=O)cc1	-3	-9
CCOC(=O)C(NC(C)=O)(N1CCOCC1)C(F)(F)F (stereo unspecified)	16	3
CC(c1ccccn1)N(CCN(C)C)C(=S)Nc1cccc(F)c1 (stereo unspecified)	6	12
CSc1ccccc1NC(=O)c1ccccc1C	20	-7
CCOC(=O)C1CCN(C(=O)c2ccccc2NS(=O)(=O)c2ccc(F)cc2)CC1	15	-36
COc1ccccc1NC(=O)C1=C(C)NC2=C(C(=O)CCC2)C1c1ccc2c(c1)OCO2 (stereo unspecified)	24	-16
Cc1c(Cl)cnc(NC(=O)COC(=O)[C@@H](NC(=O)c2ccco2)C(C)C)c1Cl	9	-35
C/C(=N\O)c1ccco1	-3	-1
CC(CCc1ccccc1)NC(=O)C1CCN(S(=O)(=O)N2CCCCC2)CC1 (stereo unspecified)	28	-19

In the list so far, these contain a thiophene ring, fused or not:
SMILES	OX1R antag-1	OX1R antag-2
N#Cc1cccc(NC(=O)Nc2cccs2)c1	32	21
Cc1cc2c(s1)c1cnn(-c3ccccc3)c(=O)c1n2C	-2	24
CCCCOc1ccc(/C=C(\C(=O)O)c2ccc(S(=O)(=O)N3CCCC3)s2)cc1	10	1
CC(=O)N1CCN(c2ccc(Oc3ncnc4sccc34)cc2)CC1	6	-37
Cc1ccc(C(=O)N2CCN(S(=O)(=O)c3ccccc3)CC2)s1	14	-17
CCCCn1c(N)c(N(CC(C)C)C(=O)C2CCN(c3ncnc4sc(C)c(C)c34)CC2)c(=O)[nH]c1=O	16	-16
CCCc1c(C(=O)N/N=C/c2ccc(C)s2)nnn1-c1nonc1N	-5	-7
O=C(Cn1c(=O)n(-c2ccccc2)c(=O)c2sccc21)N1CCCC1	6	9

In another format: 4 of the compounds above
compound | OX1R antag-1 | OX1R antag-2
CSc1ccccc1NC(=O)c1ccccc1C | 20 | -7
COc1ccc(OCC(=O)NS(=O)(=O)c2ccccc2)cc1 | 11 | 9
CC(CCc1ccccc1)NC(=O)C1CCN(S(=O)(=O)N2CCCCC2)CC1 (stereo unspecified) | 28 | -19
Cc1c(Cl)cnc(NC(=O)COC(=O)[C@@H](NC(=O)c2ccco2)C(C)C)c1Cl | 9 | -35

The listing continues.
SMILES	OX1R antag-1	OX1R antag-2
CC(C)(/C=N/NC(=O)CSCc1ccc(Cl)cc1)CCC#N	33	-17
CN(C)c1nccc(NCc2ccccc2)c1C#N	8	-2
CN(C)c1ccc(/C=C(/NC(=O)c2ccccc2)C(=O)N/N=C/c2ccc([N+](=O)[O-])c(O)c2)cc1	18	7
CCC(=O)N1C(C(=O)N2CCCC2)CSC1c1ccc(OC)cc1 (stereo unspecified)	11	-8
CC(O)c1nc2ccc(C(=O)O)cc2[nH]1 (stereo unspecified)	4	-2
O=C(O)C1CCN(C(=O)CSc2nc3ccccc3s2)CC1	8	-17
O=C(NCC1CCN(S(=O)(=O)c2ccccc2)CC1)Nc1ccccc1	13	-27
CCN(C[C@H]1N[C@@](Cc2ccccc2)(C(=O)OC)[C@H]2C(=O)N(C)C(=O)[C@@H]12)C(=O)c1ccc(F)cc1	13	-17
CCN(CC)CCNc1nc(-c2ccccc2)nnc1C(F)(F)F	9	-18
O=C(Nc1ccc(Cl)cc1)N1CCCC(Cn2cccc2)C1 (stereo unspecified)	16	10
COc1ccc(NC(=S)N(CCCN2CCC(C)CC2)Cc2cccs2)cc1Cl	17	-26
O=C(CCNC(=O)c1ccc(Cl)cc1)Nc1ccccc1N1CCCC1	7	-20
COc1ccc(C)cc1N(C(=O)c1cccc(F)c1)c1nc2ccccc2s1	36	-20
COc1ccc(OC)c(-c2[nH]nc3c2C(c2ccco2)C(C#N)=C(N)O3)c1 (stereo unspecified)	27	-1
CC(C)(C)c1ccc(S(=O)(=O)N2CCN(Cc3cc4c(cc3O)OCO4)CC2)cc1	4	-9
O=C(Cc1ccccc1)N1CCN(c2ccc([N+](=O)[O-])cc2)CC1	-1	-23
CCOC(=O)NC(=O)/C(N=Nc1cc(C)cc(C)c1)=C(\C)O	15	-18
Clc1cccc(N2CCN(Cc3nnc(-c4ccccc4)o3)CC2)c1	10	-18
O=C1N=C(N2CCCCC2)S/C1=C\c1cn[nH]c1-c1ccccc1	21	-20
O=S1(=O)C=C(N2CCCCC2)c2ccccc21	8	-24
CCOC(=O)CNC(=S)N(CCCN1CCCCCC1)Cc1cccs1	6	-22
CN(C)c1ccc(C(=O)C(O)c2ccccc2)cc1 (stereo unspecified)	16	-2
Cc1onc(-c2ccccc2Cl)c1C(=O)N1CCCCC1	8	-12
FC(F)(F)Oc1ccc(Nc2nc(N3CCOCC3)nc(N3CCOCC3)n2)cc1	3	-6
C=CCNC(=S)N1CCN(C2CCCCC2)CC1	8	-6
NS(=O)(=O)c1ccc(CCNC(=O)CSc2ncnc3ccccc23)cc1	11	-3
O=C(C[C@H]1C/C=C\CC[C@H](Cc2ccc(F)cc2)C(=O)OC[C@H]2CCCN2C1=O)NCCO	6	-17
COc1ccc(S(=O)(=O)Nc2ccccc2C(=O)N2CCOCC2)cc1C	9	-18
O=C(CCCN1C(=O)c2ccccc2C1=O)NCc1ccc(F)cc1	11	-10
CC(C)c1cc(N=NC(N)=O)cc(C(C)C)c1O	11	-2
CC(C)(C)C1CCC(C(=O)NCCc2ccc(S(N)(=O)=O)cc2)CC1 (stereo unspecified)	15	-15
